# Mdm2 MdmX PPI = human Mdm2/MdmX binding inhibition; AID 485346; 330,000 compounds, 3% hits; SaOS-2 split-luciferase Mdm2/MdmX complementation, luminescence; inhibition, % at 8 µM;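 active means inhibition of at least 50% at 8 µM in the primary screen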
# Target sequence (O15151 whole entry, looked up): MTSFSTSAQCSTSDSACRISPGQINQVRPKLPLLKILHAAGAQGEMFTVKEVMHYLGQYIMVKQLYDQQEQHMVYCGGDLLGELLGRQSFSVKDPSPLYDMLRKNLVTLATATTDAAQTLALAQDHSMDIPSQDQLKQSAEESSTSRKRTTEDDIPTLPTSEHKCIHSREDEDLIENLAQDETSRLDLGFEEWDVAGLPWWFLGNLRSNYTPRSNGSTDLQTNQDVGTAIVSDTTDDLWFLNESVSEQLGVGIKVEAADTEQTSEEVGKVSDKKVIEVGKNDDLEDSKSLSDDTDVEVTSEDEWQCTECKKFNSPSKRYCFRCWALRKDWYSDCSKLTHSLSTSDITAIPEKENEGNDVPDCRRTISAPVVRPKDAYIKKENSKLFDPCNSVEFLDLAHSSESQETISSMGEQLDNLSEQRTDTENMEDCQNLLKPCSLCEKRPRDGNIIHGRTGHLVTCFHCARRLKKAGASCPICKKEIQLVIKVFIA
# Target sequence (Q00987 whole entry, looked up): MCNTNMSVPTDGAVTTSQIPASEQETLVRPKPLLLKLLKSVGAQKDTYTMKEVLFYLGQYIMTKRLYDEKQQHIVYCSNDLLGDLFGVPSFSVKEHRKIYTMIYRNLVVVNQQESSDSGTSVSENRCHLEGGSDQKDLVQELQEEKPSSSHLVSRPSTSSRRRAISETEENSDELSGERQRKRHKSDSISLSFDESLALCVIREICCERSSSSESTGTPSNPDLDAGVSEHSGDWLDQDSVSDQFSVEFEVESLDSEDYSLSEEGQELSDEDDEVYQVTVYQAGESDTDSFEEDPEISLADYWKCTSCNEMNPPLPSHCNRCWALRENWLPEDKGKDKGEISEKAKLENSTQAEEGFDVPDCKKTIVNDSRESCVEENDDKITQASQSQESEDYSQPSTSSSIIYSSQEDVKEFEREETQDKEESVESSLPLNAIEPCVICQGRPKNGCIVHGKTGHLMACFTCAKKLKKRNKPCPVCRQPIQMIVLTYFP
# Jurkat NFkB inh = inhibitors of the PMA/ionomycin-induced NF-kB reporter in Jurkat cells. inhibition, % at 4 µM. PMA/ionomycin-induced NF-kB luciferase reporter, luminescence. 330,000 compounds, 0.53% hits; in the data active means inhibition above about 50%
# EBI2 block = EBI2 (human) antagonism; EBI2 beta-arrestin recruitment, luminescence, 7a,25-OHC stimulated; inhibition, % at 5 µM; 360,000 compounds, 0.81% hits; AID 651636; in the data active means inhibition above about 38%;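 further: enzyme fragment complementation signal reports receptor beta-arrestin coupling in cells; 0% = agonist plus DMSO wells and 100% = wells without agonist; some results beyond the cut were filed as inactive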
# CCR6 antag = blocks CCL20-driven beta-arrestin recruitment at human CCR6; 340,000 compounds, 0.49% hits; P51684; CHO-K1 CCR6 PathHunter beta-arrestin, luminescence, CCL20-stimulated; AID 493098; inhibition, % at 20 µM;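 active means compounds whose inhibition of the agonist-driven luminescence signal at 20 µM reaches about 50%, limit read from the data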;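 further: cells stimulated with CCL20 at 14 nM final; plate controls were DMSO with CCL20 for no effect and DMSO without agonist for full effect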
# UPR CHOP act = activators of apoptotic arm of unfolded protein response (CHOP) | CHO-CHOP luciferase reporter, UPR activation, luminescence; percent of tunicamycin response over DMSO baseline | activation, % at 10 µM | 330,000 compounds, 0.34% hits;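 active means at 10 µM dose, activation of 40% or more, normalized to positive control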;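 further: 100% = tunicamycin at 10 µg/mL and 0% = DMSO alone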
#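 Test system: CHO-CHOP cells, stable luciferase reporter of PERK-eIF2a-CHOP signalling | Quantity: 500 CHO-CHOP cells per well | Buffer or medium: F12 plus 10% serum | Compound dosing: 10 µM single point, 0.5% DMSO | Schedule: 6 h compound treatment, 37 °C | Signal: Luciferase luminescence | Control set: Tunicamycin high control, DMSO low control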
# 697 NFkB inh = lowers PMA/ionomycin-induced NF-kB signal in 697 B cells; inhibition, % at 4 µM; AID 435022; 330,000 compounds, 0.33% hits; 697 B-cell NF-kB luciferase reporter, 16 h; in the data active means inhibition above about 35%
# UPR XBP1 act = adaptive UPR (XBP1) activation | CHO-XBP1 luciferase reporter, IRE1-XBP1 UPR activation, luminescence; percent of tunicamycin response, DMSO as zero | activation, % at 20 µM | 330,000 compounds, 0.33% hits | AID 463104;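 active means versus positive control, 20 µM dose yields 30% or more activation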;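 further: 100% = tunicamycin at 10 µg/mL and 0% = DMSO only wells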
#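 Material: CHO cell line with stable XBP1 luciferase reporter; buffer or medium: F12 medium containing 10% fetal bovine serum; compound: single point, 20 µM final compound, 1% DMSO; incubation: 6 h treatment, 37 °C; measured by: glow luminescence from Steady-Glo reagent; evaluation: activation, % of tunicamycin; control set: tunicamycin high, DMSO low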
# CXCR6 block = inhibitors of human CXCR6 receptor; CHO-K1 PathHunter CXCR6 beta-arrestin, luminescence; AID 602244; 360,000 compounds, 0.36% hits; O00574; inhibition, % at 20 µM; in the data active means inhibition above about 34%, passing the limit was not always enough;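 further: antagonist mode with CXCL16 agonist at 10 nM final; 0% = 10 nM CXCL16 with DMSO and 100% = unstimulated wells without agonist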
# Gli-Sufu block = blocks Gli-Sufu signaling in a luciferase reporter | Sufu-KO-LIGHT fibroblasts, Gli luciferase reporter luminescence | 340,000 compounds, 0.74% hits | inhibition, % at 5 µM | AID 588413;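 active means inhibition above about 55%, limit read from the data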;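 further: 0% = DMSO-treated cells and 100% = wells with medium but no cells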
# The depositor's hits bear a star; nt = not tested or not shown. No enrichment for hits. Share with any hit: about 5%.
SMILES,Mdm2 MdmX PPI,Jurkat NFkB inh,EBI2 block,CCR6 antag,UPR CHOP act,697 NFkB inh,UPR XBP1 act,CXCR6 block,Gli-Sufu block
COc1cccc(C2C(C#N)=C(N)Oc3c2oc(CO)cc3=O)c1 (configuration not stated),3.9,0.0,-8.5,4.8,-3.2,25.3,-0.6,8.2,-2.1
CC(=O)Nc1ccc(NC(=O)C(C)N(C)CC(=O)Nc2ccccc2Br)cc1 (configuration not stated),nt,nt,6.8,1.9,nt,nt,nt,7.7,6.1
CCOC(=O)CNC(=O)CSc1ncnc2c1cnn2-c1ccc(Cl)cc1,11.8,-12.3,-0.5,9.1,-2.1,12.1,0.3,6.9,-15.4
O=C(CSC(=S)N1CCOCC1)c1cc2ccccc2oc1=O,-21.9,-19.3,-9.8,16.8,3.6,-1.4,-3.2,-1.8,1.5
O=C(CC1CCCCC1)OCn1nnc2ccccc2c1=O,17.2,-2.7,3.6,14.4,-0.7,1.6,-1.4,-6.4,-8.8
Cc1ccsc1/C=N/n1c(C2CCCCC2)n[nH]c1=S,7.6,8.1,-18.2,12.9,-0.3,0.2,0.1,-0.7,-3.1
CC(NC(=O)CCc1nnc(CCCc2ccccc2)o1)c1ccccc1 (configuration not stated),-44.7,-32.3,6.6,4.5,1.9,-38.8,3.7,1.2,6.5
O=C1NC2(CCCC2)C(=O)N1Cc1cc(=O)n2ccsc2n1,-35.0,-3.6,nt,-3.8,3.3,-0.1,-2.0,nt,10.9
Cc1cccc(-c2noc(CNC(=O)Nc3ccc(F)cc3)n2)c1,21.1,8.4,-6.7,22.9,-2.2,7.2,-4.4,-1.8,-2.8
C#CCOCCOCCOCCNc1nc(N2CCN(C(=O)[C@H](C)n3cc(CCCN=C(N)N)nn3)CC2)nc(N2CCN(C(=O)[C@H](C)n3cc(CCCN=C(N)N)nn3)CC2)n1,-21.6,-5.5,-9.2,6.7,1.1,7.2,-1.9,4.6,-6.4
COc1ccc(C)cc1NC(=O)CN1CCN(S(=O)(=O)c2ccc(C(C)C)cc2)CC1,-0.2,7.2,25.0,14.0,1.0,4.4,-3.4,5.8,9.8
Cc1cccc(-n2c(SCC(=O)N3CCCC3)nc3n[nH]c(C)c3c2=N)c1,31.2,13.5,12.7,7.9,1.8,2.0,2.8,-4.8,5.7
S=c1[nH]nc(-c2ccc(Cl)cc2)n1CCCN1CCOCC1,-14.1,0.6,10.0,0.8,3.3,9.1,2.7,-1.9,-0.7
O=C(N/N=C/c1cccnc1)c1ccc([N+](=O)[O-])cc1,7.5,7.6,-4.8,-5.5,0.7,14.1,2.2,-8.8,-5.1
CCc1cc(C(=O)NCC(C)(C)N2CCOCC2)sc1C,12.0,4.1,5.3,-1.9,-0.5,5.8,-0.7,-2.5,-6.4
Cc1cc(C)c(NC(=O)CCCSc2nnc(N)s2)c(C)c1,17.5,9.0,-1.9,5.4,0.5,2.5,2.3,13.8,5.2
C/C(=N/NC(=O)c1cccs1)c1ccc(NC(=O)COc2ccc(Cl)cc2Cl)cc1,75.0*,-3.7,-4.3,6.6,15.5,-7.5,8.6,3.1,-4.5
COc1ccc(S(=O)(=O)N2CCN(c3c(C)cccc3C)CC2)cc1OC,2.7,2.9,-8.5,5.5,0.3,-2.2,-1.3,-11.0,3.7
CN(CCOc1ccccc1)CC(=O)Nc1ccc(S(=O)(=O)N2CCCC2)cc1,16.2,-0.1,6.7,4.2,0.6,22.9,-2.9,-2.3,3.9
CCOCCn1c(CN2CCCC(C)C2)nc2c1c(=O)n(C)c(=O)n2C (configuration not stated),-3.4,1.5,-1.1,7.3,-0.4,-9.1,-1.5,5.6,1.0
Cc1ccc(Nc2nc(-c3sc(N)nc3C)cs2)cc1,-47.4,-19.9,9.0,6.0,8.2,-36.7,7.5,5.4,-48.2
O=C(O)COCC(=O)NCc1csc2ccc(Cl)cc12,21.4,19.8,-6.5,9.9,3.4,2.4,0.5,-6.6,-2.6
O=C(Nc1ccccc1F)c1ccc(CSc2ccccc2)o1,-3.9,-31.7,-11.3,22.9,2.5,3.1,-2.3,-8.6,-22.6
CN1CCN(C(=O)N2c3ccccc3C=Cc3ccccc32)CC1,-1.2,3.3,-0.5,-0.7,2.0,2.2,-0.5,1.1,-3.5
CCn1c(CNc2ccc(Cl)cc2)nnc1SCc1ccc(Cl)cc1,47.1,22.0,23.2,5.8,-0.1,17.1,-2.9,6.5,-5.6
# Later entries
SMILES,Mdm2 MdmX PPI,Jurkat NFkB inh,EBI2 block,CCR6 antag,UPR CHOP act,697 NFkB inh,UPR XBP1 act,CXCR6 block,Gli-Sufu block
O=S1(=O)CCOC[C@H](Cc2ccccc2)N1Cc1ccccc1,-26.8,1.3,8.3,18.2,1.5,4.9,1.8,6.5,-0.6
O=S(=O)(NC(=NC1CCCCC1)c1ccccc1)c1ccccc1,3.0,5.2,-0.5,12.2,0.9,14.8,-5.7,13.1,13.1
Cc1ccc(CN2CCN(Cc3cccn3-c3ccccn3)CC2CCO)o1 (configuration not stated),18.0,-10.0,3.5,13.3,0.7,-28.1,-0.1,-5.2,0.8
Cc1c2c(n3c(nc4ccccc43)c1C#N)N(CCCN(C)C)CC2,13.3,-14.4,-14.8,8.7,-1.1,1.3,-1.0,2.5,6.1
Nc1ccc(NC(=O)c2ccc(C(=O)Nc3ccc(N)cc3)cc2)cc1,-6.8,-16.0,-2.1,0.3,0.2,0.3,1.4,-6.0,-12.6
CCc1ccc(OC)c(S(=O)(=O)NCCOc2ccccc2)c1,29.2,-7.2,-5.5,-0.7,-2.4,12.9,-0.3,-1.6,4.1
C=CCN1C(=O)c2ccc(C(=O)OCC(=O)Nc3ccccc3OC)cc2C1=O,4.1,9.2,-10.2,-1.1,0.3,16.4,-1.5,-2.6,0.8
COc1ccc(CC(=O)NNC2=Nc3cccc4cccc2c34)cc1,14.1,-7.7,-4.1,7.7,-1.1,-1.2,-3.2,-1.9,-5.5
CCc1ccc(NSc2ccccc2[N+](=O)[O-])cc1,50.3*,26.7,17.8,29.3,-0.4,-26.7,1.8,7.3,0.7
O=C(c1ccccc1)c1ccccn1,29.3,2.2,-3.0,16.7,2.1,5.5,1.8,4.1,-6.7
O=C(COc1ccccc1Cl)NNC(=O)Cn1[nH]c(=O)c2ccccc2c1=O,1.1,-3.8,-6.2,10.9,1.8,26.4,0.0,4.3,1.5
COc1cc(C(=O)NC(=S)Nc2nccs2)cc(OC)c1OC,13.2,-7.6,-9.5,17.5,0.3,25.6,1.3,9.2,17.4
Cc1ccc(C(=O)CSc2cnc3ccccc3n2)cc1C,48.3,-35.3,6.6,12.6,1.3,-51.7,-6.3,3.5,-13.2
NC(=O)C1(N2CCCCC2)CCN(C(=O)c2ccccc2)CC1,1.2,11.8,-2.6,-1.1,1.4,7.5,-0.6,7.8,-1.2
O=C(CSc1ccc2ccccc2n1)Nc1nsc(-c2ccc(Cl)cc2)n1,15.2,10.5,1.1,-13.8,4.4,5.9,1.1,-0.6,-5.7
Cc1ccc(/C=C2/Sc3ccccc3N(CC(=O)NCC3CCCO3)C2=O)cc1 (configuration not stated),-2.2,-10.9,16.4,17.6,1.1,-17.5,-0.9,-0.2,-7.2
CCOC(=O)c1cnc(-n2nc(C)cc2C)nc1NNc1ncc(-c2ccccc2)cn1,48.4,4.7,nt,15.8,-1.4,-1.4,-0.4,nt,-16.4
O=C(N/N=C(\c1ccccc1)c1cccnc1)C(O)(c1ccccc1)c1ccccc1,-4.2,12.1,5.8,20.4,1.5,-22.3,-4.7,3.8,12.4
O=C(CC1SC(=Nc2ccc(OC(F)F)cc2)N(CCN2CCOCC2)C1=O)Nc1ccc(F)cc1F (configuration not stated),36.0,-3.4,9.2,-2.7,-1.7,3.0,-1.6,2.5,17.8
Cc1ccccc1NC(=O)Cc1nc(COC(=O)c2ccc(NC(N)=O)cc2)cs1,-5.3,1.9,-16.2,6.9,-1.5,27.3,-1.9,-2.3,0.5
CCOc1ccccc1/C=C/C(=O)NCC(=O)N1CCC(N(C)C2CCCCC2C)CC1 (configuration not stated),2.9,-13.1,-3.2,4.5,1.2,-37.6,0.5,-4.4,1.6
CCOCN(C(=O)Cn1cnc2ccccc21)c1c(C)cccc1CC,20.4,-4.3,-1.4,3.6,0.9,0.8,-0.9,-2.1,-22.3
O=C(CNS(=O)(=O)c1cccc(Br)c1)NCC1CCCCC1,4.3,5.6,-6.2,7.4,0.8,10.0,2.8,-13.4,-3.8
CCC(C)N=C1CC(C)(C)CC(=O)/C1=C(/O)Cc1ccccc1 (configuration not stated),13.0,2.0,-2.8,10.7,-0.8,4.3,1.8,-2.1,-1.8
O=C(Nc1ccc(N2CCCC2)c(Cl)c1)c1cccnc1,-6.3,-6.0,-3.7,-3.0,1.5,-3.3,4.5,6.4,-79.2
# (cont.)
SMILES,Mdm2 MdmX PPI,Jurkat NFkB inh,EBI2 block,CCR6 antag,UPR CHOP act,697 NFkB inh,UPR XBP1 act,CXCR6 block,Gli-Sufu block
CCOC(=O)C1CCCN(C(=O)Cc2c(C(=O)O)[nH]c3ccccc23)C1 (configuration not stated),13.3,12.8,-5.1,-6.4,1.7,9.1,4.4,-5.2,7.6
CCC(NS(=O)(=O)c1ccc(OC)cc1)C(=O)NCCc1ccccc1 (configuration not stated),-14.7,-15.5,12.6,5.2,-0.2,-18.1,2.1,1.3,24.2
CC(C)n1c(SCC(=O)N2CCN(C(=O)c3ccco3)CC2)nc2c1c(=O)n(C)c(=O)n2C,9.0,-1.3,-14.1,2.9,-1.7,-3.4,1.4,1.2,-0.1
Cc1cnc(NC(=O)Cc2cccs2)s1,5.6,-19.8,-3.0,4.0,1.2,-4.3,1.1,-8.0,-1.9
O=C(NCCn1cc(SCC(=O)N2CCOCC2)c2ccccc21)c1ccccc1,11.5,1.4,3.4,-4.8,-0.7,-10.6,-3.2,2.1,-8.6
O=C(NCCc1ccccc1)C1CCCN(S(=O)(=O)c2cccc3nsnc23)C1 (configuration not stated),-16.5,12.9,5.9,1.2,-0.2,2.3,-1.0,2.9,2.2
COCOc1ccc(C=O)c(O)c1,12.4,-6.9,-1.2,0.6,-0.1,11.3,-4.1,-3.3,-49.6
COC(=O)COc1nc(C)c(Br)c(OC)n1,6.4,12.4,-6.1,5.0,-2.7,21.4,1.3,-6.3,9.3
CC(C)C(=O)NNC(=O)CSc1nnnn1C(C)C,20.4,13.9,-11.4,7.2,-1.2,-5.7,-1.6,-4.1,-6.2
Cc1ccc(NC(=O)CN(C)C(=O)Cc2c[nH]c3ccccc23)cc1,7.0,-2.1,0.6,-7.5,0.5,-7.2,-2.5,1.5,-6.4

# Quoted at random: 4 entries already listed, in no set order.
SMILES,Mdm2 MdmX PPI,Jurkat NFkB inh,EBI2 block,CCR6 antag,UPR CHOP act,697 NFkB inh,UPR XBP1 act,CXCR6 block,Gli-Sufu block
COC(=O)COc1nc(C)c(Br)c(OC)n1,6.4,12.4,-6.1,5.0,-2.7,21.4,1.3,-6.3,9.3
O=C(NCCn1cc(SCC(=O)N2CCOCC2)c2ccccc21)c1ccccc1,11.5,1.4,3.4,-4.8,-0.7,-10.6,-3.2,2.1,-8.6
CC(C)C(=O)NNC(=O)CSc1nnnn1C(C)C,20.4,13.9,-11.4,7.2,-1.2,-5.7,-1.6,-4.1,-6.2
O=C(NCCc1ccccc1)C1CCCN(S(=O)(=O)c2cccc3nsnc23)C1 (configuration not stated),-16.5,12.9,5.9,1.2,-0.2,2.3,-1.0,2.9,2.2
